Screens (PubChem)
TDP2 absorb – TDP2 (human) inhibition, absorbance primary screen; O95551; recombinant TDP2, T5PNP hydrolysis, p-nitrophenol absorbance 415 nm; inhibition, % at 12.8 µM; 370,000 compounds, 0.34% hits;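 active = inhibition above the mean of all tested compounds plus 3 SD, set per campaign, cut at about 25% in these data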;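 also: 0% = DMSO with enzyme and 100% = buffer with substrate but no TDP2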
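Assay system: Recombinant human TDP2 | Quantity: 120 nM TDP2 per well | Incubation: 2 h at 37 °C | Signal: Epi absorbance | Evaluation: Percent inhibition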
ARFGAP1 inhibitor – inhibits rat ARF GTPase activating protein 1. Arfgap1-stimulated ARF1 GTP hydrolysis, GDP FP detection. inhibition, % at 16.5 µM. 360,000 compounds, 0.26% hits;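 active = inhibition above a per-plate limit, mean inhibition of low control wells plus 3 SD, cut at about 25% in these data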;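 also: 0% = DMSO wells with enzyme and 100% = wells lacking Arfgap1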
Target sequence (Q62848 1-136 limits assumed): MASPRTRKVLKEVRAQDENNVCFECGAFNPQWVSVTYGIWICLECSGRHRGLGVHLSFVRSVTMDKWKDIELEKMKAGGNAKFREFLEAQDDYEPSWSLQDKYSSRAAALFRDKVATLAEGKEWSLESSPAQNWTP
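Assay system: Rat Arfgap1 GAP domain (His6, aa 1-136), purified enzyme | Buffer or medium: HEPES 25 mM pH 7.5, NaCl 150 mM, MgCl2, DTT | Schedule: GTP hydrolysis reaction 2 h at 25 °C | Signal: FP of antibody-bound GDP Alexa 633 tracer, ex 620/em 688 nm | Measure: Percent inhibition of Arfgap1-stimulated GTP hydrolysis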
Tn7 DDE FP – disrupts Tn7 cyclic peptide binding to fibrin D-Dimer-E complex; P02675; inhibition, % at 8.3 µM; 370,000 compounds, 0.13% hits; FP displacement of FITC-Tn7 peptide from fibrin DD(E); 0% = median of compound wells per plate;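 active = inhibition above the mean of compounds falling within the control limits plus 3 SD of them, cut at about 14% in these data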;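 also: 0% = plate median of compound wells and 100% = 10 µM Aha-Tn7 peptide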
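Assay system: Human clot-derived fibrin DD(E) complex | Buffer or medium: Tris/NaCl/CaCl2 buffer, pH 7.8 | Repeats: One replicate per compound | Benchmarks: Aha-Tn7 high control | Measure: % inhibition scaled between sample-field median and high-control FP | Schedule: 10 min plus 3 h, room temperature | Signal: Fluorescence polarization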
PLC-gamma1 inh – inhibitors of human phospholipase C gamma1 | P19174 | purified PLC-gamma1, fluorogenic substrate, fluorescence | 370,000 compounds, 0.84% hits | inhibition, % at 12.2 µM; in the data active = inhibition above about 9.5%
LEDGF integ inh – blocks HIV-1 LEDGF/p75-dependent DNA integration. 370,000 compounds, 0.64% hits. inhibition, % at 3.7 µM. TR-FRET IN-LEDGF/p75 DNA integration, Eu/Cy5;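 active = inhibition above the screen-wide mean plus 3 SD, cut at about 13% in these data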;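 also: signal is the Cy5 over europium emission ratio at 671 and 618 nm; 0% = plate median of compound wells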
ASAP1 GAP inh – blocks human ASAP1-stimulated Arf1 GTP hydrolysis; Q9ULH1; GDP FP detection; inhibition, % at 16.5 µM; 360,000 compounds, 0.19% hits; AID 624377; in the data active = inhibition above about 25%;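 also: 0% = vehicle with enzyme and substrate and 100% = no enzyme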
KLK7 zymogen act – proKLK7 (human) activation, primary screen | P49862 | purified proKLK7, EDANS-DABCYL substrate fluorescence; 100% is mature enzyme control, 0% vehicle | activation, % at 7 µM | 370,000 compounds, 0.9% hits | AID 652039;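 active = activation above the mean of all tested compounds plus 3 SD, computed per campaign excluding outliers beyond control limits, cut at about 13% in these data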
Target sequence (P49862 whole entry, looked up): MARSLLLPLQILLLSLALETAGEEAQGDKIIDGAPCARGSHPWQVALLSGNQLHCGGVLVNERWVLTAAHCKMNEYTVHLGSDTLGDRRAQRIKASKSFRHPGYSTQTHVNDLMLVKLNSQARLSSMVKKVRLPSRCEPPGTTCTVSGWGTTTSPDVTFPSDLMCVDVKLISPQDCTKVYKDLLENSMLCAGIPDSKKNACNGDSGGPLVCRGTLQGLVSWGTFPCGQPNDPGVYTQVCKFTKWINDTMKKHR
DDE Tn6 FP inh – inhibitors of Tn6 peptide binding to human fibrin DD(E); P02675; Fibrin DD(E) TRITC-Tn6 fluorescence polarization displacement; inhibition, % at 8.3 µM; 370,000 compounds, 0.21% hits;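 active = inhibition above a per-campaign cutoff: mean of compounds within control limits plus 3 SD, cut at about 15% in these data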;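 also: 0% = median of all compound wells on the plate and 100% = blocking peptide control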
ADAM17 inh – inhibits human ADAM17. recombinant ADAM17, EDANS/DABCYL FRET peptide cleavage. inhibition, % at 6.95 µM. P78536. 370,000 compounds, 0.83% hits. AID 720648;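 active = inhibition above the mean of compounds lying between control limits plus 3 SD, set per campaign, cut at about 8.5% in these data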;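 also: 0% = DMSO-only wells as the low control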
Target sequence (P78536 215-824 limits assumed): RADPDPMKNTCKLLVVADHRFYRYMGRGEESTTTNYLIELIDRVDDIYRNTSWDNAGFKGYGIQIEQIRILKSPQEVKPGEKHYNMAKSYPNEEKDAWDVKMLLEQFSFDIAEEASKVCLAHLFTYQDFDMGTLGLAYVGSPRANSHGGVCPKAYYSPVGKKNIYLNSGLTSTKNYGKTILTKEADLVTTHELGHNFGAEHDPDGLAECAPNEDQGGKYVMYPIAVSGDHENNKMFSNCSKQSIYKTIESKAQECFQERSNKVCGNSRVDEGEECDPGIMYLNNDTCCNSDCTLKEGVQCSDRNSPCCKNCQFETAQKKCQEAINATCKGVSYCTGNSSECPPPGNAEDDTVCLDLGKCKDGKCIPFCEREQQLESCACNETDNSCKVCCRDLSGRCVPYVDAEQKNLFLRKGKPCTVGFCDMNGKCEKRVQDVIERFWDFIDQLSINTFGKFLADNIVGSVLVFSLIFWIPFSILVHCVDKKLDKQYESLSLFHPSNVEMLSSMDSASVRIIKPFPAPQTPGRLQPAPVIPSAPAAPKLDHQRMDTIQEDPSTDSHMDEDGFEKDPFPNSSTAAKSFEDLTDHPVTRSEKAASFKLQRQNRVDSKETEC
ADAM10 inh – ADAM10 inhibition, QFRET primary screen; 370,000 compounds, 0.62% hits; recombinant ADAM10, EDANS/DABCYL FRET peptide cleavage, 3 h; inhibition, % at 7 µM; O14672;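 active = inhibition above a per-campaign cutoff equal to the mean of compounds falling between control-based bounds plus 3 SD, cut at about 20% in these data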;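 also: 0% = DMSO wells while the 100% control is not disclosed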
Starred values were filed as active, the others as inactive; i = inactive.

SMILES	TDP2 absorb	ARFGAP1 inhibitor	Tn7 DDE FP	PLC-gamma1 inh	LEDGF integ inh	ASAP1 GAP inh	KLK7 zymogen act	DDE Tn6 FP inh	ADAM17 inh	ADAM10 inh
CCc1c(C)nc(N2CCOCC2)[nH]c1=O	2.3	3.5	-1.7	2.8	-1.5	-7.0	0.2	-1.6	-0.6	-1.4
O=C(NCC1CCCO1)NC12CC3CC(CC(C3)C1)C2 (configuration not stated)	4.0	7.7	3.5	1.3	-2.9	1.8	0.3	-0.2	-3.5	6.7
CN(C)C(CNC(=O)c1ccc(C(=O)c2ccccc2)cc1)c1ccccc1 (configuration not stated)	-0.8	-13.0	5.5	0.0	0.7	5.1	0.4	7.1	-0.2	-9.2
CC(=O)Nc1cccc(-c2ccnc3c2CC(C(=O)Nc2ccc(C(C)C)cc2)O3)c1 (configuration not stated)	3.4	4.1	5.7	-0.4	-0.7	4.9	-0.5	-2.6	0.2	8.9
Cc1ccc(OCC(=O)Nc2ccc(-c3nnc(-c4ccco4)o3)cc2)cc1	12.3	6.7	2.9	-0.6	1.1	-10.8	0.5	1.5	-7.1	-21.6
O=C(Cn1nc(-c2ccc(F)cc2)ccc1=O)Nc1ccc(C(=O)NC2CC2)cc1	-1.2	-0.8	-4.2	1.3	1.0	2.1	-0.2	10.3	2.2	9.5
O=C1CCCN1c1ccc(S(=O)(=O)N2CCN(c3ccccn3)CC2)cc1	-11.8	-7.7	-5.6	2.3	3.0	-6.2	0.3	-4.2	-0.7	3.6
O=C(Cc1sc(-c2ccccc2Cl)nc1-c1ccccc1)Nc1ccc(F)cc1	-10.0	-3.6	1.8	3.5	0.9	-5.5	-0.3	-1.3	0.3	15.3
O=C(Nc1nnc(CSCc2ccc(F)cc2)s1)c1ccc([N+](=O)[O-])cc1	-10.8	0.9	4.6	-1.0	-4.7	-4.4	-0.1	-1.5	-1.7	-8.5
CCCCc1c(O)nc(SCC(=O)N2CCCCC2)[nH]c1=O	19.7	0.8	2.7	-2.9	-1.3	-3.3	-0.2	-1.4	-4.9	-10.5
O=C(/C=C/c1cccs1)NNC(=O)c1cccc([N+](=O)[O-])c1	-10.5	9.9	-8.0	4.8	-2.2	-10.3	0.4	-2.2	5.0	7.6
O=C(NCCCn1ccnc1)c1nn2c(C(F)(F)F)cc(-c3ccc(Br)cc3)nc2c1Cl	-4.5	6.3	-2.4	-12.7	-5.3	7.7	-0.2	-18.2	-1.9	-6.1
Cc1ccc(S(=O)(=O)N2CCN(CCNC(=O)C(=O)NCc3ccccc3)CC2)cc1	-8.3	10.8	0.9	0.3	1.1	-0.5	-0.8	3.9	3.9	-0.9
O=C1C2C3C=CC(CC3)C2C(=O)N1c1nccs1 (configuration not stated)	-4.6	-3.3	-0.1	-1.4	-0.3	7.9	-0.6	-14.1	-2.3	-2.2
CC(C)CC(OC(=O)c1ccc(Cl)nc1)C(=O)NC1CCCC1 (configuration not stated)	-9.4	-6.7	-0.4	-0.5	-10.0	0.7	-0.2	10.8	-2.9	-2.8
CC(=O)OCCN(CCCn1c(-c2ccncc2)nc2ccccc21)c1nc(-c2ccc(C)cc2)cs1	-15.7	22.3	-8.1	-1.2	4.3	-5.0	0.3	2.2	0.0	-0.9
O=C(CCC(=O)N1CCCC1)Nc1ccc(Cl)c(Cl)c1	-6.9	5.0	-1.9	-0.8	-5.1	5.4	-0.8	1.2	-5.3	-8.5
Cc1nc(N2CCN(Cc3ccccc3)CC2)nc2c1C(=O)CCC2	8.5	6.7	5.8	-1.9	0.0	0.2	-0.3	-2.0	-2.0	3.0
Cn1cccc1Cc1nnc(SCC(=O)Nc2cccc(F)c2)n1CCc1ccccc1	1.9	4.3	-9.7	-4.8	1.4	14.3	0.7	-4.2	-0.3	-7.7
COc1cc(C(=O)Oc2cccc(C=O)c2)cc(OC)c1OC	-9.8	11.4	0.8	1.1	-1.1	1.9	-0.3	5.1	-0.3	3.8
Cc1cccc(Nc2ccccc2C(=O)NCc2ccco2)c1C	2.7	6.6	-3.0	-14.5	-1.2	15.0	1.3	-5.0	-15.5	-47.1
COc1ccc(-c2cc(C(=O)OC3CCOC3=O)c3ccccc3n2)cc1 (configuration not stated)	4.8	-1.2	1.0	i	-0.2	6.2	97.0*	-0.9	-89.6	-247.2
C[C@H](NC(=O)c1nc[nH]c1C(=O)N[C@H](C)c1ccccc1)C(=O)OCc1ccccc1	-7.8	1.8	0.5	0.9	-0.5	-3.3	0.8	-3.7	5.3	12.7
O=[N+]([O-])c1ccc2c(c1)CCO[C@@]21O[C@H](CCO)C[C@H](O)[C@H]1O	-4.0	9.0	0.8	-1.8	-3.5	-13.1	0.1	-0.5	-3.5	-17.1
Cc1cc(O)c(C(=O)/C=C/c2cccc([N+](=O)[O-])c2)c(=O)o1	4.2	13.1	-2.0	2.7	3.2	-6.6	0.5	-4.2	-1.0	10.1
CCOC(=O)c1c(NC(=O)CSc2nnc(CNc3ccc(C)cc3C)o2)sc(C)c1C	2.7	12.2	2.4	1.3	-0.1	1.6	1.0	-3.5	-6.7	-4.8
COc1ccc(N(CC(=O)NC2CCCCC2)C(=O)CCCC(=O)Nc2ccccn2)cc1	-8.4	13.6	2.4	1.8	0.8	6.2	0.2	5.5	0.9	-2.2
CCN(CC)c1ccc(-c2nn3c(-c4cccnc4)nnc3s2)cc1	-13.6	2.4	2.9	-105.3	4.1	21.8	-1.4	-9.8	-26.6	-100.9
O=C(Nc1ccc(Cl)cc1)c1ccc(S(=O)(=O)N2CCOCC2)cc1	-3.6	-2.5	9.8	1.3	-1.3	6.3	-0.1	2.1	0.2	2.0
O=C(CCc1nnc(-c2ccc3c(c2)OCO3)o1)NC(c1ccccn1)C(F)(F)F (configuration not stated)	-1.3	9.6	8.1	-2.8	1.8	-3.0	0.3	7.5	-2.4	3.0
O=C(COC(=O)c1ccccc1SCC(=O)N1CCCC1)Nc1ccccc1	9.1	3.3	-4.8	-3.9	0.7	-9.6	-0.4	-10.2	-3.5	0.2
CN(C)c1ccnc(-n2cccc2/C=N/OCc2ccccc2)c1C#N	4.7	0.5	-0.7	-5.1	-0.1	-13.7	0.3	-3.7	-1.6	4.0
COc1ccc(-n2c(-c3ccc(Br)cc3)n[nH]c2=S)cc1	-5.5	1.1	9.8	-113.5	-1.1	-3.6	-0.3	3.6	-11.6	-18.7
CSc1cc(/C=N/O)c(SC)s1	-11.3	9.1	-3.2	3.3	-6.5	4.2	-0.5	-4.8	0.3	-10.0
COC(=O)c1ccc(NC(=O)CN(C)Cc2cccc(F)c2)cc1	1.5	11.1	9.1	-1.8	-1.1	2.2	0.3	5.3	-3.4	-0.8
O=C1C=CC(=O)C(CNc2ccc(C(=O)OCc3ccccc3)cc2)=C1	9.2	14.8	4.0	-10.0	7.2	4.3	0.3	-4.0	3.4	5.3
CCCc1ccc(OCc2ccc(C(=O)NCc3cccnc3)o2)c(OC)c1	-3.4	-6.8	1.1	-1.6	0.8	9.6	-0.1	0.6	0.2	-3.2
O=C(c1ccc(Cn2c(=S)[nH]c3ccccc3c2=O)cc1)N1CCN(c2ccccn2)CC1	7.2	-5.5	0.6	1.2	-3.4	3.2	0.7	4.7	-3.8	6.4
COc1cc(OC)c2c(-c3ccccc3)cc(C3CCCCC3)nc2c1	1.8	-1.5	-2.0	-89.3	0.2	5.2	-2.8	9.5	-14.3	-41.3
CC(=O)c1sc(NCc2ccccc2)nc1C	11.2	8.3	0.5	-0.3	28.6*	-8.1	-0.3	-4.4	1.4	4.5

Grouped by structure: the entries above with a nitro group on carbon.
SMILES	TDP2 absorb	ARFGAP1 inhibitor	Tn7 DDE FP	PLC-gamma1 inh	LEDGF integ inh	ASAP1 GAP inh	KLK7 zymogen act	DDE Tn6 FP inh	ADAM17 inh	ADAM10 inh
O=C(Nc1nnc(CSCc2ccc(F)cc2)s1)c1ccc([N+](=O)[O-])cc1	-10.8	0.9	4.6	-1.0	-4.7	-4.4	-0.1	-1.5	-1.7	-8.5
O=C(/C=C/c1cccs1)NNC(=O)c1cccc([N+](=O)[O-])c1	-10.5	9.9	-8.0	4.8	-2.2	-10.3	0.4	-2.2	5.0	7.6
O=[N+]([O-])c1ccc2c(c1)CCO[C@@]21O[C@H](CCO)C[C@H](O)[C@H]1O	-4.0	9.0	0.8	-1.8	-3.5	-13.1	0.1	-0.5	-3.5	-17.1
Cc1cc(O)c(C(=O)/C=C/c2cccc([N+](=O)[O-])c2)c(=O)o1	4.2	13.1	-2.0	2.7	3.2	-6.6	0.5	-4.2	-1.0	10.1

Other compounds:
SMILES	TDP2 absorb	ARFGAP1 inhibitor	Tn7 DDE FP	PLC-gamma1 inh	LEDGF integ inh	ASAP1 GAP inh	KLK7 zymogen act	DDE Tn6 FP inh	ADAM17 inh	ADAM10 inh
COc1ccc(/C=N/NS(=O)(=O)c2ccccc2)cc1OC	-1.4	11.5	0.8	5.3	6.4	-4.3	-0.7	7.2	2.6	4.9
Cc1nc(NC(=O)c2oc3ccccc3c2C)sc1C(=O)N(C)C	10.6	-15.2	0.2	-57.6	-3.0	2.4	1.4	4.0	-2.8	-2.2
COc1cc2c(cc1OC)C(c1cccc([N+](=O)[O-])c1)NC(=O)C2 (configuration not stated)	19.1	6.0	-1.6	1.6	-1.4	-9.9	-0.1	6.8	1.2	4.8
CCOc1cc(C2NC(=O)NC(C)=C2C(=O)NCc2ccccc2)c(Cl)cc1O (configuration not stated)	3.2	-4.2	7.2	1.8	1.8	0.2	-0.4	0.8	-2.1	6.3
CC[C@@H](C)[C@H](NC(=O)Cc1c(C)c2c(cc(C)c3c(C)c(C)oc32)oc1=O)C(=O)O	-2.1	1.3	5.8	i	-3.6	0.3	9.2	-4.7	-115.3	-448.0
CCOc1ccc(OCCNCc2ccc(OC(C)C(=O)N(C)C)c(OCC)c2)cc1 (configuration not stated)	-3.2	2.2	5.4	2.3	-7.4	4.7	0.1	2.6	-2.0	1.8
CN(C)CCNC(=O)c1[nH]c(C(F)(F)F)nc1-c1ccccc1	-3.7	6.3	-0.4	-0.3	-0.4	-13.1	0.6	-2.4	-6.0	-16.0
COc1ccc(Cl)cc1NC(=O)Cn1c(C)csc1=O	-0.8	18.1	1.6	1.5	-1.2	-11.0	0.1	5.2	2.1	0.4
Cc1ccc(S(=O)(=O)N=C2SCCCS2)cc1	-16.4	-1.3	-1.7	9.9*	-2.9	4.3	-0.1	-2.2	7.4	4.7
COc1ccccc1NS(=O)(=O)c1cccc(C(=O)OCC(=O)Nc2cc(C)on2)c1	4.4	1.8	-7.2	-1.2	-1.1	-6.5	-0.1	9.3	-2.9	-1.3
CCCN(CCC)CCCNC(=S)Nc1ccc2nc(N3CCN(C)CC3)cc(C)c2c1	1.5	7.2	-4.9	-24.5	4.5	10.1	4.2	-1.8	-33.1	-105.3
